Tau fibril ThT – qHTS for Inhibitors of Tau Fibril Formation, Thioflavin T Binding. Potency, µM (titrated, usually from 57.4 µM), inactives show at the highest dose activity, negative = inhibition, usual class: inhibitors. Microtubule-associated protein tau (Homo sapiens), P10636. AID 1460, 2008. recombinant tau K18 P301L, heparin-induced fibrillization, ThT fluorescence. 270,000 tested, 2.1% active; note: % is set by controls: 0 for no effect and ±100 for the full control effect; nearly all actives have a fitted effect of over 55% in size
Target sequence (P10636 561-689 P618L limits assumed): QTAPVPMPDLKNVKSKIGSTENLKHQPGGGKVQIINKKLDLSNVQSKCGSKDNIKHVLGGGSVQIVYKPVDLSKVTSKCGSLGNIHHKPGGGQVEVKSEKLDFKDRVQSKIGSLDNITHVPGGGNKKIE
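In this qHTS, human K18 P301L tau is incubated with compound and heparin for 6 hr at 37 C, and Thioflavin T fluorescence then reports fibril load.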
Tau fibril FP – qHTS for Inhibitors of Tau Fibril Formation, Fluorescence Polarization | Microtubule-associated protein tau (Homo sapiens), P10636 | Potency, µM (highest dose often 57.7 µM), inactives show top-dose activity, negative = inhibition, usual class: inhibitors | 280,000 tested, 0.39% active | K18 P301L tau heparin fibrillization, Alexa594 FP, 6 h; note: % is set by controls: 0 for no effect and ±100 for the full control effect; nearly all actives have a fitted effect of over 55% in size
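Compound effects on tau fibrillization are measured by Alexa 594 fluorescence polarization (ex 555, em 632 nm). K18 P301L tau is used at 15 uM with 0.24 uM labeled tracer, and 20 uM heparin induces aggregation over 6 hr at 37 C.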
HTT cytoprotect – qHTS Multiplex Assay to Identify Dual Action Probes in a Cell Model of Huntington: Cytoprotection (ATP); AID 1471, 2008; Potency, µM (highest dose often 56.4 µM), without a hit: cytoprotection (ATP increase), hits mostly activators; 230,000 tested, 0.14% active; PC12 HTT-Q103 induced, cytoprotection, ATP luminescence, 40 h;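 note: % of control where 0% means no effect; nearly all actives have a fitted effect of over 45% in size; toxic huntingtin expression switched on by the ecdysone agonist tebufenozide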
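Quantitative HTS on tebufenozide-induced (100 nM) PC12 cells expressing HTTQ103 exon 1–GFP; compounds tested as a concentration series; survival measured via cellular ATP.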
Tau fluor cs – Counterscreen qHTS for Inhibitors of Tau Fibril Formation, Fluorescence Polarization. tau K18 P301L Alexa594 fluorescence, heparin fibrillization. Potency, µM (top dose mostly 57.7 µM), inactives show at the highest dose activity change, negative = decrease. 280,000 tested, 0.93% active. AID 1463, 2008; note: % is set by controls: 0 for no effect and ±100 for the full control effect; nearly all actives have a fitted effect of over 55% in size
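Human tau K18 P301L (15 uM unlabeled, 0.24 uM Alexa 594-labeled) in 100 mM sodium acetate pH 7 with 20 uM heparin, 6 hr at 37 C. ThT 30 uM added, 1 hr ambient; Alexa 594 FP and total fluorescence read at 555/632 nm.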
HTT aggregate – qHTS Multiplex Assay to Identify Dual Action Probes in a Cell Model of Huntington: Aggregate Formation (GFP); PC12 HttQ103-GFP aggregates, Acumen cytometry, 40 h; Potency, µM (highest dose often 46.1 µM), for the others: top-dose activity change, negative = inhibition, hits mostly inhibitors; 220,000 tested, 1.1% active; note: % is set by controls: 0 for no effect and ±100 for the full control effect; nearly all actives have a fitted effect of over 60% in size
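Read-out: GFP aggregate count by laser scanning cytometer (488 nm excitation, 500-530 nm emission, 1–25 µm objects >6 SD above background). Cells: PC12, inducible HTTex1-Q103-GFP, 100 nM tebufenozide; compounds titrated.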
SMN2 splice up – qHTS Assay for Enhancers of SMN2 Splice Variant Expression; 210,000 tested, 2.8% active; Potency, µM (series often up to 46.1 µM), inactives show top-dose activity change, positive = activation, usual class: activators; HEK293 SMN2-luciferase splicing reporter, luminescence, 30-36 h; note: % of control where 0% means no effect; nearly all actives have a fitted effect of over 55% in size
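qHTS luciferase splicing reporter: luminescence rises when SMN2 exon 7 is included in transfected HEK293 cells. Compound exposure lasted 30-36 h at 37C, with 4.5 mM final sodium butyrate as control, followed by a ONE-Glo read.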
ALDH1A1 inh – qHTS Assay for Inhibitors of Aldehyde Dehydrogenase 1 (ALDH1A1) | Potency, µM (titrated, usually from 75.3 µM), for the others: at the top dose activity, negative = inhibition, usual class: inhibitors | 220,000 tested, 7.3% active | Purified ALDH1A1, NADH fluorescence, propionaldehyde substrate; active = well fitted inhibition curve with a large enough effect, not every such curve was filed as active; inconclusive = small, poorly fitted or top-dose-only effect, or another doubt; inactive = no such curve, though single readings can be large or run the other way;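 note: plate controls were no enzyme wells and a reference inhibitor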
Target sequence (P00352 whole entry, looked up): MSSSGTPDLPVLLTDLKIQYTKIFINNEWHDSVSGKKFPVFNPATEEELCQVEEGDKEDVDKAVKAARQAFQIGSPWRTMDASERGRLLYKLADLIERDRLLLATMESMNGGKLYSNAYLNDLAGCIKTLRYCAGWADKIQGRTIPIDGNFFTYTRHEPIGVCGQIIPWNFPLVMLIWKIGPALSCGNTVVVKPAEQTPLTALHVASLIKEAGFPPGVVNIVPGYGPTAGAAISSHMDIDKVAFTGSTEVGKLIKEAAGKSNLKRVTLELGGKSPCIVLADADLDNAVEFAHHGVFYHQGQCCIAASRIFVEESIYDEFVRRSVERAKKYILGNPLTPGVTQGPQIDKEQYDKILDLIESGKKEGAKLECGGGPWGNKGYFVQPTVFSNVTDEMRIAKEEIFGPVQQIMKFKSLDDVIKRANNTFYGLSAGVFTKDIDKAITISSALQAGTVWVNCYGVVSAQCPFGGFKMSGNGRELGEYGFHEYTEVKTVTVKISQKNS
JMJD2E inh – qHTS Assay for Inhibitors of Human Jumonji Domain Containing 2E (JMJD2E); Lysine-specific demethylase 4E (Homo sapiens), B2RXH2; JMJD2E catalytic domain, FDH-coupled NADH fluorescence (FDH is formaldehyde dehydrogenase); Potency, µM (titrated, usually from 57.1 µM), for inactives: at the top dose activity change, negative = inhibition, usual class: inhibitors; 230,000 tested, 1.6% active; AID 2147, 2009; active = well fitted inhibition curve with a large enough effect, not every such curve was filed as active; inconclusive = small, poorly fitted or top-dose-only effect, or another doubt; inactive = no such curve, though single readings can be large or run the other way;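 note: 0% = wells with enzyme and -100% = buffer wells without enzyme; nearly all actives have a fitted effect of over 50% in size; many of its hits are not listed in these tables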
Target sequence (B2RXH2 1-337 limits assumed): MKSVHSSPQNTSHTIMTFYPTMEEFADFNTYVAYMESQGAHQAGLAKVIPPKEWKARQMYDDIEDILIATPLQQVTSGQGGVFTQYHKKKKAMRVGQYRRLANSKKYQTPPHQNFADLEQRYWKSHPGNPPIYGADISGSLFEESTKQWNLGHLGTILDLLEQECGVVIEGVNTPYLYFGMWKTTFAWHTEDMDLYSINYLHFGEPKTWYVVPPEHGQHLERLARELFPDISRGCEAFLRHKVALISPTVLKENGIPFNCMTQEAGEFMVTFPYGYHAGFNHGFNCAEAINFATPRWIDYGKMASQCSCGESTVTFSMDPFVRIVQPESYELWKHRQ
* hit, by the source's call; ? = inconclusive; . = not tested or not shown; & = joins results of further samples; [ ] = another dose, or the depositor's remark. Unless noted, calls come from the whole dose curve; as a rule, active = well fitted curve in the direction sought with a large enough effect; inconclusive = small, poorly fitted or top-dose-only effect, or another doubt; inactive = no such curve, though single readings can be large; an effect the other way counts as inactive or inconclusive. Potency is the fitted concentration of half-maximal effect.

SMILES	Tau fibril ThT	Tau fibril FP	HTT cytoprotect	Tau fluor cs	HTT aggregate	SMN2 splice up	ALDH1A1 inh	JMJD2E inh
CCc1ccc(C(=O)c2cn(CC(=O)Nc3cccc(OC)c3)c3ccc(OC)cc3c2=O)cc1	1.8%	?	.	-25.5%	.	-7.2%	.	.
COc1ccc(S(=O)(=O)N2CCN(C(=O)NC3CCCCC3)CC2)cc1	6.1%	2.0%	6.2%[10 µM]	2.9%	19.6%[9.22 µM]	-3.7%	4.0%	-10.5%
O=C(Nc1ncc(Cl)cn1)c1cccs1	-3.7%	3.0%	-9.4%	-2.4%	4.8%	23.4%	-9.6%	-2.2%
Cc1cc(C(=O)CSc2ncn[nH]2)c(C)n1-c1cccc(S(=O)(=O)N2CCOCC2)c1	-5.6%	1.0%	2.3%[10 µM]	-6.7%	-1.5%	-31.5%[inhibitor]	8.1%	-6.6%
CCOc1ccc(NC(=S)Nc2ccc(Br)cc2Cl)cc1	?	5.0%	-13.0%	-24.5%	23.9%	-2.0%	?	2.6%
COC(=O)C1(C)CN(S(=O)(=O)c2ccc(C)cc2)c2cc(OC)ccc2C1=O (stereo not given)	-7.0%	2.6%	.	-18.4%	-10.7%	-8.5%	?	?
COc1ccc(NC(=O)CSc2ncnc3c2sc2ccccc23)c(OC)c1	2.8%	-4.5%	16.5%[10 µM]	-2.2%	-4.0%	-80.4%[inhibitor]	-7.8%	-0.9%
CCOC(=O)C1(Cc2ccccc2C)CCCN(S(=O)(=O)c2cccnc2)C1 (stereo not given)	-17.6%	0.7%	1.5%[10 µM]	-22.7%	3.3%[9.22 µM]	.	-4.7%	3.1%
Cc1cc(C(C)(C)C)c(O)c(C(C)(C)C)c1	-1.3%&5.1%	2.8%&-5.0%	?	-0.6%&-1.8%	28.0%	?	12.7%&1.3%	4.8%&2.4%
COC(=O)c1cccc(Oc2cccc(C(F)(F)F)c2)n1	-2.5%	?	-5.2%	-6.9%	17.1%	3.6%	9.2%	1.7%
Cc1ccc(C)c(OCc2n[nH]c(=S)o2)c1	-4.0%	9.0%	9.0%[10 µM]	5.0%	2.7%[9.22 µM]	.	.	-1.4%
NC(=O)CSc1nnc(-c2ccoc2)o1	-7.6%	2.4%	-2.0%[10 µM]	0.7%	-8.9%	15.9%	2.2%	2.1%
O=S(=O)(NCC1CCCO1)c1ccc(Cl)c(C(F)(F)F)c1 (stereo not given)	3.3%	0.6%	-15.7%[0.074 µM]	1.6%	-18.3%	14.8%	-3.6%	3.6%
COc1ccc(N(C)S(=O)(=O)c2cccc(C(=O)NCC3CCCCC3)c2)cc1	-6.1%	3.4%	.	-12.5%	?	3.7%	-12.0%	-8.1%
COc1ccc(CCNC(=O)CCCn2c(=O)c3ccccc3n(CC(=O)Nc3ccccc3C)c2=O)cc1OC	-6.1%	4.9%	.	-3.8%	.	4.2%	.	.
Nc1nnc(SCC(=O)OCc2ccccc2)s1	6.7%	-3.4%	-8.4%[10 µM]	7.8%	12.7%	1.2%	7.9%	18.3%
O=C(Nc1ccc2c(c1)OCO2)N1CCN(c2ccc(F)cc2)CC1	?	1.8%	24.8%[10 µM]	-10.9%	2.4%[9.22 µM]	22.2%	0.7%	-1.1%
OC(COCc1cccs1)CN1CCN(c2cccc(Cl)c2)CC1 (stereo not given)	-16.6%	11.6%	24.5%[10 µM]	-1.5%	-2.4%	-30.0%[inhibitor]	-8.4%	?
COc1ccc2nc(/N=C/c3c(C)[nH]n(-c4ccc(C)cc4C)c3=O)sc2c1	?	?	-15.7%[10 µM]	-18.0%	-26.2%	18.3%	-5.3%	-2.9%
O=C(N/N=C\c1coc2ccccc2c1=O)c1ccco1	-17.0%	1.7%	-0.8%[10 µM]	1.7%	2.7%[9.22 µM]	.	1.58µM*	0.2%
COc1ccc(OC(=O)c2c(C)nn(-c3ccccc3)c2C)cc1	?	-6.4%	5.3%[10 µM]	-21.2%	7.8%[9.22 µM]	.	-29.0%	-1.7%
Cc1nn(-c2ccccc2)c(N2CCCC2)c1/C=N/Nc1ccc(S(=O)(=O)Nc2ccccc2)cc1[N+](=O)[O-]	6.3%	7.1%	-3.7%[10 µM]	2.5%	5.3%	-21.0%	13.9%	-1.2%
CCN(CC)C(=O)CSc1nnc(-c2ccco2)o1	-1.8%	-8.9%	-1.7%[1.9 µM]	-7.6%	-0.4%	?	5.7%	12.4%
CCc1nnc(NC(=O)[C@@H](NC(=O)c2cccc(S(=O)(=O)N3CCOCC3)c2)C(C)C)s1	-6.1%	-11.5%	-24.4%	-11.3%	-7.4%	-4.6%	1.7%	3.0%
CC(/C=N/NC(=O)c1cc(-c2ccccc2)nc2ccccc12)=C\c1ccco1	-7.1%	-5.2%	-60.6%[inhibitor][10 µM]	-26.7%	-29.1%	-82.8%[inhibitor][1.84 µM]	?	?

Printed as active in ALDH1A1 inh, among the entries above:
smiles | Tau fibril ThT | Tau fibril FP | HTT aggregate | SMN2 splice up | ALDH1A1 inh | JMJD2E inh
O=C(N/N=C\c1coc2ccccc2c1=O)c1ccco1 | -17.0% | 1.7% | 2.7%[9.22 µM] | . | 1.58µM* | 0.2%

(listing goes on)
SMILES	Tau fibril ThT	Tau fibril FP	HTT cytoprotect	Tau fluor cs	HTT aggregate	SMN2 splice up	ALDH1A1 inh	JMJD2E inh
CCCCN(CCCNc1ncnc2nc[nH]c12)c1ccccc1	-16.7%	?	-18.0%	?	13.3%	-20.8%	-1.6%	7.1%
Cc1ccc2c(c1)c1nnc(SCC(=O)N3CCCc4ccccc43)nc1n2CC(=O)O	4.7%	7.4%	-4.4%[10 µM]	-22.6%	-14.3%[9.22 µM]	.	2.5%	9.4%
O=C1CC(N2CCSCC2)C(=O)N1c1ccccc1 (stereo not given)	-0.4%	-1.8%	.	4.7%	.	-3.1%	?	2.9%
CCCCn1c(NC(=O)c2ccc(Br)o2)c(S(=O)(=O)c2ccccc2)c2nc3ccccc3nc21	17.8µM*	?	-30.0%	-27.1%	?	1.6%	?	?
CCN(CCO)Cc1csc2ccc(Cl)cc12	3.3%	-0.2%	-0.5%[10 µM]	3.8%	-5.0%	-12.1%	15.2%	5.2%
CCOC(=O)C1C(=O)OC(C)(C)C1C(CC)C(=O)c1c(C)cc(C)cc1C (stereo not given)	-13.5%	2.0%	13.3%[10 µM]	-11.9%	-3.1%[9.22 µM]	.	.	?
COc1ccc(/C=C2\CCCc3c2nc2ccccc2c3C(=O)O)cc1OC	?	-14.4%	3.7%[10 µM]	-13.2%	-2.8%[9.22 µM]	.	.	?
COc1cccc(-n2ccnc2SCC(=O)Nc2ccccc2F)c1	-12.0%	-3.4%	-3.2%[1.9 µM]	-10.2%	12.9%	-32.0%[inhibitor]	?	-2.3%
O=C(NNC(=O)c1ccc(F)cc1F)c1ccc2c(c1)OCO2	-6.9%	1.3%	-3.7%[10 µM]	-3.4%	21.6%	?	-0.1%	?
CCOC(=O)c1c(-c2cccc([N+](=O)[O-])c2)cn2ccccc12	-4.6%	-7.8%	-3.8%	-22.6%	17.0%	-14.9%	10.0%	8.0%
O=C(c1cccs1)c1no[n+]([O-])c1C(=O)c1cccs1	?	?	-88.0%[inhibitor]	?	?	.	0.282µM*	?
CCOC(=O)CSC1=N/C(=C\c2ccc(OC)c(OC)c2)C(=O)N1C	-3.7%	-1.2%	.	-3.5%	-11.2%	-2.1%	-3.3%	3.6%
CCCCOC(=O)c1ccc(NC(=O)c2cc(Cl)ccc2OC)cc1	9.2%	-1.3%	-2.8%[10 µM]	-21.0%	-0.3%	-9.3%	-5.2%	?
CC(C)N(Cc1ccccc1)C(=S)Nc1ccc(F)cc1	1.6%	8.0%	11.1%	1.2%	-2.2%	-11.5%	-5.8%	-0.9%
COc1ccccc1N1CCN(CC(O)COCCOc2ccc(Br)cc2)CC1 (stereo not given)	-10.6%	6.0%	-30.8%[10 µM]	-7.1%	5.6%	-40.3%[inhibitor]	-0.2%	-12.2%
CCN(CC)C1CCN(C(=O)CCc2nnc(CCCCc3ccccc3)o2)C1 (stereo not given)	1.1%	7.8%	17.4%[10 µM]	6.2%[2.34 µM]	-41.8%[9.22 µM]	.	-6.6%	1.7%
Cc1sc2ncn(CC(=O)NCC3COc4ccccc4O3)c(=O)c2c1S(=O)(=O)N1CCCCC1 (stereo not given)	-2.8%	?	-43.5%[inhibitor]	-12.1%	7.9%	.	18.6%	12.7%
COc1cc(Cl)c(C)cc1NC(=O)CCCn1c(=O)oc2ccccc21	-12.5%	5.7%	-9.6%[10 µM]	-15.2%	-8.5%	-6.4%	-6.5%	-12.9%
COc1cccc(OC)c1C(=O)Nc1cc(C)on1	-7.2%	-9.9%	4.0%	-7.5%	0.5%	2.9%	-4.6%	3.5%
O=c1c2sccc2n(Cc2cc(=O)n3ccccc3n2)c(=O)n1-c1cc(F)ccc1F	-1.6%	4.4%	.	1.2%	.	-5.6%	.	.
O=C1[C@H]2C(c3ccccc3)=NN(c3ccccc3)[C@H]2C(=O)N1c1ccccc1	-3.3%	1.6%	-56.1%[inhibitor]	?	-2.8%	15.2%	?	?
COc1ccc(C(=O)Nc2ccc(Cl)cc2C(=O)N2CCCC(C)C2)cc1OC (stereo not given)	-0.7%	-5.6%	4.6%[10 µM]	-9.0%	2.7%	-20.5%	?	-1.5%

Three entries already listed, arranged by the number in ALDH1A1 inh, low to high.
Compound | Tau fibril ThT | Tau fibril FP | HTT aggregate | SMN2 splice up | ALDH1A1 inh | JMJD2E inh
CC(C)N(Cc1ccccc1)C(=S)Nc1ccc(F)cc1 | 1.6% | 8.0% | -2.2% | -11.5% | -5.8% | -0.9%
COc1ccccc1N1CCN(CC(O)COCCOc2ccc(Br)cc2)CC1 (stereo not given) | -10.6% | 6.0% | 5.6% | -40.3%[inhibitor] | -0.2% | -12.2%
Cc1ccc2c(c1)c1nnc(SCC(=O)N3CCCc4ccccc43)nc1n2CC(=O)O | 4.7% | 7.4% | -14.3%[9.22 µM] | . | 2.5% | 9.4%

This is a subset; count on the stated rates, not on these rows.
